Luc counter – Kinase-Glo luciferase inhibition (counter-screen); Q27757; Kinase-Glo luciferase, ATP luminescence, 8 min; Potency, µM (top dose mostly 38.3 µM), for inactives: top-dose activity change, negative = inhibition, most hits filed as inhibitors; hit rate 0.28% among 200,000; AID 1379; further: on the % scale 0 is the no-effect control and ±100 the full control effect; nearly all actives have a fitted effect of over 60% in size
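Inhibition of Kinase-Glo luciferase light generation was assessed at 10 uM ATP in pH 7.2 imidazole buffer, with luminescence measured after eight minutes at ambient temperature.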
SMN2 splice up – SMN2 splice variant enhancement; HEK293 SMN2-luciferase splicing reporter, luminescence, 30-36 h; Potency, µM (top dose mostly 46.1 µM), for inactives: at the highest dose activity change, positive = activation, usual class: activators; hit rate 2.8% among 210,000; further: % of control where 0% means no effect; nearly all actives have a fitted effect of over 55% in size
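qHTS luciferase splicing reporter: luminescence rises when SMN2 exon 7 is included in transfected HEK293 cells. Compound exposure lasted 30-36 h at 37C, with 4.5 mM final sodium butyrate as control, followed by a ONE-Glo read.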
JMJD2E inh – blocks human JMJD2E demethylase activity; hit rate 1.6% among 230,000; Potency, µM (highest dose often 57.1 µM), without a hit: top-dose activity change, negative = inhibition, most hits filed as inhibitors; JMJD2E catalytic domain, FDH-coupled NADH fluorescence (FDH is formaldehyde dehydrogenase); B2RXH2; active means well fitted inhibition curve with a large enough effect, not every such curve was filed as active; inconclusive means small, poorly fitted or top-dose-only effect, or another doubt; inactive means no such curve, though single readings can be large or run the other way;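 further: 0% = wells with enzyme and -100% = buffer wells without enzyme; nearly all actives have a fitted effect of over 50% in size; many of its hits are not listed in these tables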
Target sequence (B2RXH2 1-337 limits assumed): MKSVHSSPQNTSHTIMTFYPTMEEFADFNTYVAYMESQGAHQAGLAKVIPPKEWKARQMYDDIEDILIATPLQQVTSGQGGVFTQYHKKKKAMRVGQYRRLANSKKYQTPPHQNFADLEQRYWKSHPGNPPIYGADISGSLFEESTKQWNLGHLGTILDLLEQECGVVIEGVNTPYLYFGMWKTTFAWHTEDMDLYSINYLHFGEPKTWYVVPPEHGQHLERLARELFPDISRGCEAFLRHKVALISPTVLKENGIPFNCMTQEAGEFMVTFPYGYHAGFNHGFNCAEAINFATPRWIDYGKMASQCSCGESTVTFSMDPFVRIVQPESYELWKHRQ
ALDH1A1 block – blocks purified human ALDH1A1 activity; Purified ALDH1A1, NADH fluorescence, propionaldehyde substrate; Potency, µM (highest dose often 75.3 µM), for the others: at the highest dose activity, negative = inhibition, hits mostly inhibitors; hit rate 7.3% among 220,000; active means well fitted inhibition curve with a large enough effect, not every such curve was filed as active; inconclusive means small, poorly fitted or top-dose-only effect, or another doubt; inactive means no such curve, though single readings can be large or run the other way;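 further: plate controls were no enzyme wells and a reference inhibitor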
Target sequence (P00352 whole entry, looked up): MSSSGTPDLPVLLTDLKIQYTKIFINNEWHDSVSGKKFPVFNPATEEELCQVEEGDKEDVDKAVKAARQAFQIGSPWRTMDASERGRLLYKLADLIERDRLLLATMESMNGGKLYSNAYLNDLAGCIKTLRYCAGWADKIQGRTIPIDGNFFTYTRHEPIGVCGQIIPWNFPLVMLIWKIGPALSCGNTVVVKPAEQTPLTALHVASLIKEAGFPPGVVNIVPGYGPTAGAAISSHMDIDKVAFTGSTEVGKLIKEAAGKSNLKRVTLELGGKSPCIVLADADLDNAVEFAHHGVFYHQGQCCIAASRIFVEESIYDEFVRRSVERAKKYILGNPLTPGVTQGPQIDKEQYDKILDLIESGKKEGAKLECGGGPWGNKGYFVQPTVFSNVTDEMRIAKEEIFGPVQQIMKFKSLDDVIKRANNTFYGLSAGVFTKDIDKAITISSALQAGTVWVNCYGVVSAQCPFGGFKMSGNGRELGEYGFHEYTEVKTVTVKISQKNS
Tau fibril ThT – blocks human tau fibril formation measured by thioflavin T; P10636; recombinant tau K18 P301L (four-repeat tau fragment), heparin-induced fibrillization, ThT fluorescence; Potency, µM (doses to about 57.4 µM), inactives show at the top dose activity, negative = inhibition, most hits filed as inhibitors; hit rate 2.1% among 270,000; further: on the % scale 0 is the no-effect control and ±100 the full control effect; nearly all actives have a fitted effect of over 55% in size
Target sequence (P10636 561-689 P618L limits assumed): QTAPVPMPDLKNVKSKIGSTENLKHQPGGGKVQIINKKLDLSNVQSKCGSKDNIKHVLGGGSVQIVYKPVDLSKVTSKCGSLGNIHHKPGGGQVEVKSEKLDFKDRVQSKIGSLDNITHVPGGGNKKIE
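Tau K18 P301L fragment (15 uM unlabeled plus 0.24 uM Alexa 594-labeled) in 100 mM sodium acetate pH 7 with compound, fibrillization induced by 20 uM heparin for 6 hr at 37 C. Thioflavin T (30 uM) added, fluorescence read after 1 hr (ex 450, em 510 nm).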
LMNA splice mod – changes lamin A minigene splicing in HeLa cells. HeLa LMNA splicing GFP/RFP minigene ratio, 48 h. Potency, µM (doses to about 46.1 µM), for inactives: at the top dose ratio change, negative = inhibition, most hits filed as inhibitors. hit rate 0.01% among 200,000; active means well fitted inhibition curve with a large enough effect in the signal ratio, with a control signal flat, not every such curve was filed as active; inconclusive means small, poorly fitted or top-dose-only effect, or effect the other way, or a change in a side signal; the % refers to the signal ratio; further: on the % scale 0 is the no-effect control and ±100 the full control effect
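S3 HeLa cells stably expressing lamin A-EGFP splicing minigene plus DsRed2, 600 cells/well, 48 h compound exposure at 37C. Laser-scanning cytometry; analysed as GFP (500-530 nm)/RFP (575-640 nm) total intensity ratio; 0.5% DMSO vehicle.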
L3MBTL1 block – blocks human L3MBTL1. hit rate 0.66% among 230,000. Q9Y468. AlphaScreen L3MBTL1–H3K9me1 peptide binding. Potency, µM (titrated, usually from 57.1 µM), for inactives: top-dose activity, negative = inhibition, most hits filed as inhibitors; further: on the % scale 0 is the no-effect control and ±100 the full control effect; nearly all actives have a fitted effect of over 60% in size
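L3MBTL1 (50 nM) pre-complexed 30 min with biotinylated H3(1-15)K9me1 peptide (75 nM), then compounds added for 30 min at room temperature; AlphaScreen streptavidin donor/nickel chelate acceptor beads (10 ug/mL final) read after 30 min dark incubation.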
RECQ1 inh – blocks DNA unwinding by human RECQ1; hit rate 0.54% among 240,000; RECQ1 DNA unwinding, red fluorescence kinetic read; AID 2549; Potency, µM (top dose mostly 57.3 µM), inactives show at the top dose activity, negative = inhibition, usual class: inhibitors;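 further: plate controls were vehicle for no effect and no enzyme for full effect; nearly all actives have a fitted effect of over 30% in size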
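50 nM RECQ1T1 preincubated 15 min with compound in Tris pH 8.0 buffer with MgCl2, DTT, Tween-20 and 2.5 ug/ml poly(dI-dC); started with 200 nM TAMRA/BHQ-2 forked duplex and 2 mM ATP. Unwinding read as fluorescence (525/598 nm), two reads 2 h apart.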
The depositor's hits bear a star; i = inactive; ? = inconclusive; · = not tested or not shown; & = joins results of further samples; ! = not confirmed by another sample; [ ] = another dose, or the depositor's remark. Unless noted, the call rests on the fitted dose curve; in most records, active means well fitted curve in the direction sought with a large enough effect; inconclusive means small, poorly fitted or top-dose-only effect, or another doubt; inactive means no such curve, though single readings can be large; an effect the other way counts as inactive or inconclusive. Potency means the concentration at half of the fitted maximal effect. The list is partial. The share of hits here may be higher or lower than overall.

SMILES	Luc counter	SMN2 splice up	JMJD2E inh	ALDH1A1 block	Tau fibril ThT	LMNA splice mod	L3MBTL1 block	RECQ1 inh
CCOC(=O)N1CCC(NC(=O)C2=CCN(S(=O)(=O)c3ccccc3)CC2)CC1	·	·	2%	·	-11%	·	-1%	-10%
CC(=O)c1ccc(OCC(O)COc2ccc(C(C)=O)cc2)cc1	0%	-26%	5%	3%	?	?	-7%	i
CCC(C)n1c(SCC(=O)Nc2cc(C)on2)nc2ccccc2c1=O (configuration not stated)	1%	-10%	2%	4%	2%	2%	3%	-9%
Clc1ccc(-c2csc(N3CCN(c4ccccc4)CC3)n2)cc1	2%	-1%	6%	7%	-14%	9%	·	i
CC1CC(C)(C)NC(=S)N1CCCC(=O)Nc1ccc(Cl)cc1 (configuration not stated)	0%	-5%	-9%	0%	-5%	2%[9.22 µM]	4%	-2%
Cn1c(CCC(=O)OCC(=O)NCC(F)(F)F)nc(=O)c2ccccc21	-1%	-2%	1%	9%	7%	28%[46 µM]	4%	-2%
O=C(CCC(=O)OCC(=O)c1ccc([N+](=O)[O-])cc1)NC1CCCCC1	0%	3%	3%	2.8µM*	?	7%	4%	i
Cc1cccc(-n2cc(C(=O)O)c(=O)cc2C)c1	0%	4%	-3%	2%	3%	-14%[46 µM]	22%	-2%
Cc1ccc(-c2nnc(C)c(N3CC(C)OC(C)C3)n2)cc1 (configuration not stated)	2%	-10%	1%	?	-3%	0%	0%	-10%
COc1cccc(NC(=O)Nc2ccc(C(C)(C)C)cc2)c1	-2%	11µM*	-7%	1%	-10%	?	6%	i
N#C/C(=C/c1ccc(F)cc1)c1nc(CCN2C(=O)c3ccccc3C2=O)cs1	3%	-26%	5%	?	?	-6%	11%	-3%
COc1ccc(OCCC(=O)NC2=NCCS2)cc1	0%	?	4%	2%	-1%	-7%	-5%	2%
Nc1n[nH]c2c1C1(CCCC1)Cc1ccccc1-2	1%	-8%	?	-10%	-8%	?	3%	-18%
Cc1ccc(S(=O)(=O)N2CCC(C(=O)NNC(=O)C3CC3)CC2)cc1Cl	3%	6%	5%	1%	10%	·	4%	-5%
CC1CCN(c2c([N+](=O)[O-])c(=O)n(-c3ccccc3)c3ccccc23)CC1	-1%	-8%	2%	-10%	-6%	4%	-2%	i
CCCc1noc2c1/C(=N\O)CCC2	-4%	3%	-10%	-3%	1%	1%	5%	1%
COc1ccc(-n2c(Cn3c(=O)sc4ccccc43)nnc2SCC(=O)N2CCOCC2)cc1	-1%	-2%	1%	14%	-1%	-7%	·	-14%
CN1CCN(c2nc(N3CCN(CCO)CC3)nc3ccccc23)CC1	-2%	-12%	?	?	-8%	-3%	-8%	i
Oc1ccc(/C=N/Nc2ccc(C(F)(F)F)cn2)cc1	-1%	16µM*	10%	-5%	?	·	-1%	-9%
Cc1cc(-n2nc(C)cc2C)n2nc(C)c(-c3ccccc3)c2n1	-2%	-16%	2%	9%	-11%	-5%	·	i
CCOC(=O)C1CCN(C(=S)Nc2cc(OC)c(OC)cc2C(=O)OC)CC1	-2%	?	-4%	-7%	-12%	2%	·	i
COc1cccc(CN2CCNC(=O)C2CC(=O)NCc2cc(C(C)C)no2)c1 (configuration not stated)	-4%	·	-19%	-12%	-10%	18%[46 µM]	-4%	-2%
CSc1ccc(/C=C/c2ccc3cccc(O)c3n2)cc1	-21%	13µM*	?	-1%	?	?	-26%	-5%
COc1ccc(NC(=O)C(c2cc3c(cc2[N+](=O)[O-])OCO3)N(C)Cc2ccccc2)cc1 (configuration not stated)	-2%	-7%	-7%	?	-14%	?	-6%	-13%
CCn1ncc(Br)c1C(=O)Nc1ccn(C23CC4CC(CC(C4)C2)C3)n1	2%	-30%	8%	-1%	-12%	?	8%	-5%
CCOC(=O)C1=C(C)N(C)C(C)=C(C(=O)OCC)C1c1ccc(Cl)cc1	0%	-78%[inhibitor]	-6%	-2%	-3%	?	16%	-3%
O=C(CCCN1C(=O)/C(=C/c2cccs2)SC1=S)NNC(=O)c1ccccc1O	1%	-9%	-7%	?	6%	?	?	1%
COc1ccc(OC)c(/C=N/NC(=O)c2[nH]nc3c2CCc2ccccc2-3)c1	3%	2%	?	?	-15%	-14%	9%	-2%
CCN(CC)S(=O)(=O)c1cccc(C(=O)NCCCN2CCOCC2)c1	-2%	1%	-7%	7%	15%	1%	6%	i
Cc1ccn2c(CNC(C)CCn3cccn3)c(C(=O)N3CCCCCC3)nc2c1 (configuration not stated)	6%	·	-23%	?	-4%	·	1%	0%
CCOC(=O)c1snc2c(=O)[nH]cnc12	-3%	5%	?	-12%	12%	-2%	4%	i
COc1ccccc1NS(=O)(=O)c1cc(NC(=O)c2ccco2)ccc1N1CCOCC1	0%	40%	-4%	-2%	-5%	·	-6%	i
CC(NC(=O)c1ccc(CS(=O)(=O)Cc2ccccc2F)o1)c1ccc2c(c1)OCCO2 (configuration not stated)	-2%	-34%[inhibitor]	-4%	?	-14%	?	0%	-12%
CCC(NC(=O)Nc1cc(OC)c(OC)c(OC)c1)(C(F)(F)F)C(F)(F)F	4%	19%	-21%	-3%	-6%	-6%	-1%	-6%
COC(=O)c1ccc(CSc2ccc3nnc(-c4cccc(F)c4)n3n2)o1	-5%	?	?	?	-13%	-18%	11%	0%
Cc1c(C(=O)O)cccc1[N+](=O)[O-]	·	-9%	·	9%	·	·	0%	-1%
CCCCOC(=O)c1ccc(NC(=O)C(=O)NCc2cccnc2)cc1	-4%	·	-5%	6%	-5%	·	0%	-10%
O=C1C2CCCN2C(=O)N1CCN1CCN(CCO)CC1 (configuration not stated)	1%	-37%[inhibitor]	1%	3%	5%	?	9%	1%
CCCCCCCCC(=O)NC(NC(=S)N1CCOCC1)C(Cl)(Cl)Cl (configuration not stated)	0%	-19%	9%	?	-11%	?	4%	-6%
CN1CCN(S(=O)(=O)c2ccc(N(C)Cc3cccs3)nc2)CC1	-1%	-5%	-7%	?	-1%	-2%	-3%	-14%

11 neighbouring compounds from above, quoted:
SMILES	Luc counter	SMN2 splice up	JMJD2E inh	ALDH1A1 block	Tau fibril ThT	LMNA splice mod	L3MBTL1 block	RECQ1 inh
CCN(CC)S(=O)(=O)c1cccc(C(=O)NCCCN2CCOCC2)c1	-2%	1%	-7%	7%	15%	1%	6%	i
Cc1ccn2c(CNC(C)CCn3cccn3)c(C(=O)N3CCCCCC3)nc2c1 (configuration not stated)	6%	·	-23%	?	-4%	·	1%	0%
CCOC(=O)c1snc2c(=O)[nH]cnc12	-3%	5%	?	-12%	12%	-2%	4%	i
COc1ccccc1NS(=O)(=O)c1cc(NC(=O)c2ccco2)ccc1N1CCOCC1	0%	40%	-4%	-2%	-5%	·	-6%	i
CC(NC(=O)c1ccc(CS(=O)(=O)Cc2ccccc2F)o1)c1ccc2c(c1)OCCO2 (configuration not stated)	-2%	-34%[inhibitor]	-4%	?	-14%	?	0%	-12%
CCC(NC(=O)Nc1cc(OC)c(OC)c(OC)c1)(C(F)(F)F)C(F)(F)F	4%	19%	-21%	-3%	-6%	-6%	-1%	-6%
COC(=O)c1ccc(CSc2ccc3nnc(-c4cccc(F)c4)n3n2)o1	-5%	?	?	?	-13%	-18%	11%	0%
Cc1c(C(=O)O)cccc1[N+](=O)[O-]	·	-9%	·	9%	·	·	0%	-1%
CCCCOC(=O)c1ccc(NC(=O)C(=O)NCc2cccnc2)cc1	-4%	·	-5%	6%	-5%	·	0%	-10%
O=C1C2CCCN2C(=O)N1CCN1CCN(CCO)CC1 (configuration not stated)	1%	-37%[inhibitor]	1%	3%	5%	?	9%	1%
CCCCCCCCC(=O)NC(NC(=S)N1CCOCC1)C(Cl)(Cl)Cl (configuration not stated)	0%	-19%	9%	?	-11%	?	4%	-6%

Following part:
SMILES	Luc counter	SMN2 splice up	JMJD2E inh	ALDH1A1 block	Tau fibril ThT	LMNA splice mod	L3MBTL1 block	RECQ1 inh
Cc1cc(C)c2c(N)c(C(=O)N/N=C/c3ccccc3)sc2n1	·	·	?	·	?	·	4%	18%
Nc1c(-c2ccc(Cl)cc2)cnc2ncnn12	5%	-10%	0%	18%	-1%	-2%	-1%	-7%
CC(C)COCC(CN(Cc1ccccc1)c1ccccc1)N1CCCC1 (configuration not stated)	0%&-1%	1%&-29%&-13%&2%	14µM*!	-12%&-13%&3%	?	?	·	4%&0%&0%
CC(c1ccc(Br)cc1)N1CC23C=CC(O2)C(C(=O)O)C3C1=O (configuration not stated)	3%	9%	6%	7%	-3%	-3%	0%	-16%
Cc1cc(NC(=O)COC(=O)CSCc2ccc(Cl)c(Cl)c2)no1	-1%	?	5%	11%	-15%	4%	·	i
C=CCNC(=O)c1ccccc1NS(=O)(=O)c1ccc(SC)cc1	-2%	?	-29%	?	-1%	8%	3%[11.4 µM]	-3%
Nc1ccc(-n2nnnc2-c2ccco2)cc1	6%	-13%	11%	3%	-1%	9%	4%	-11%
CCc1ccc(/C=C(/C#N)C(N)=S)s1	0%	-8%	3%	?	?	·	?	0%
CC1CN(c2nc3ccccn3c(=O)c2C=O)CC(C)O1 (configuration not stated)	-4%	·	7%	4%	4%	13%[46 µM]	4%	i
Cc1ccc(NC(=O)CS(=O)Cc2nc(-c3ccc(C)cc3)oc2C)cc1 (configuration not stated)	1%	-7%	9%	-7%	-16%	2%	0%	-12%
O=C(Cn1cnc2nc3n(c2c1=O)CCC3)NCc1ccccc1	0%	13%	2%	4%	-6%	-3%	?	-1%
COc1cccc(Cn2cnc3c(NS(=O)(=O)c4cc(Cl)ccc4Cl)c(C)c(C)cc32)c1	2%	3%	-5%	1%	-22%	?	-5%	-4%
COc1cccc2c1OC1(C)CC2NC(=O)N1 (configuration not stated)	-5%	3%	3%	34%[activator]	-15%	8%	·	-10%
